Compound activity deposited in PubChem by several laboratories.
KOR beta-arrestin-1: KOR antagonists, beta-arrestin recruitment, cell-based, luminescence, uHTS (AID 1778); one-dose inhibition, % at 10 µM; IC50 in µM for titrated hits; 0.091% of 290,000 active; KOR beta-arrestin recruitment, luminescence, antagonist mode; higher % means a stronger effect; also: strong numbers were not always called active
Rac1 GTP hydrolysis: MgcRacGAP GTPase-activating activity inhibitors, confirmation, biochemical, ADP Hunter fluorescence | MgcRacGAP-stimulated Rac1 GTP hydrolysis, ADP Hunter fluorescence; higher % means a stronger effect; GST-tagged Rac1 F28L mutant substrate | one-dose inhibition, % at 30 µM; IC50 in µM for titrated hits | 0.6% of 340,000 active;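 active = first-screen hits whose inhibition reached a set limit at any dose in the follow-up dose series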;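 also: fluorescence reports GDP produced by GAP-driven GTP hydrolysis; strong numbers were not always called active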
GPR55 antagonists: GPR55 antagonists blocking LPI-driven arrestin recruitment, primary screen, imaging, U2OS, beta-arrestin-GFP, LPI agonist (AID 2013); 0.13% of 290,000 active; inhibition, % at 10 µM, or IC50 in µM where a hit was titrated; U2OS GPR55 beta-arrestin-GFP translocation imaging, LPI antagonism; higher % means a stronger effect;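 active = spots per cell inhibited over 60%, with over 100 cells counted and total cytoplasm intensity under 500,000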;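 also: U2OS cells stably carrying GPR55 and arrestin-GFP stimulated by 5 µM LPI near EC80; imaged beta-arrestin-GFP aggregate spots per cell after agonist stimulation; plate controls were LPI-stimulated DMSO wells for no effect and DMSO wells without LPI for full effect; some results filed as inactive read as strong as hits; confirmed hits need IC50 under 10 µM and bright autofluorescent wells are also inconclusive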
HIV fusion peptide: inhibitors of HIV fusion peptide binding, primary screen, biochemical, uHTS, fluorescence dequenching (AID 1986); cell-free peptide binding, fluorescence dequenching, 30 min; higher % means a stronger effect; inhibition, % at 20 µM; hits with a dose series show IC50 in µM; 0.3% of 290,000 active; in the data active = inhibition mostly above about 52%, no sharp cut-off; inactive = mostly below about 76%; also: some results filed as inactive read as strong as hits
KOR beta-arrestin-2: KOR agonists, beta-arrestin recruitment, primary screen, cell-based, luminescence, uHTS (AID 1777). 0.02% of 280,000 active. KOR beta-arrestin recruitment, luminescence; higher % means a stronger effect. activation, % at 10 µM; hits with a dose series show EC50 in µM; in the data active = activation above about 50%, passing the limit was not always enough; also: a part of the inactive calls stands beside numbers as strong as those of hits
NOD2 inhibition: inhibition of NOD2-driven NF-kB reporter – cell-based, luminescence, uHTS, HEK293 (AID 1566). HEK293 NOD2/NF-kB luciferase reporter, luminescence; higher % means a stronger effect. 0.63% of 290,000 active. one-dose inhibition, % at 4 µM; EC50 in µM for titrated hits; also: many of its hits are not listed in these tables
SV40 large T antigen: TAg ATPase/helicase activity blockers – biochemical (AID 1903) | SV40 large T antigen ATPase/helicase inhibition assay; higher % means a stronger effect | one-dose inhibition, % at 20 µM; IC50 in µM for titrated hits | 0.39% of 310,000 active; in the data active = a potency from the dose series; also: strong numbers were not always called active
NOD1 inhibition: inhibition of NOD1-driven NF-kB reporter – cell-based, luminescence, uHTS, primary screen (AID 1578) | NOD1-driven NF-kB luciferase reporter cells, luminescence; higher % means a stronger effect | inhibition, % at 4 µM, or EC50 in µM where a hit was titrated | 1% of 290,000 active; in the data active = inhibition mostly above about 36%, no sharp cut-off; inactive = mostly below about 34%;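 also: HEK-293T reporter cells stimulated with the NOD1 agonist gamma-tri-DAP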
GPR55 activation: selective activators of receptor GPR55 – imaging, U2OS cells, beta-arrestin-GFP redistribution, primary screen (AID 1961); U2OS GPR55 beta-arrestin-GFP redistribution imaging; higher % means a stronger effect; 0.048% of 290,000 active; one-dose activation, % at 10 µM; EC50 in µM for titrated hits;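 active = activation above 40% with more than 50 cells counted in the well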;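 also: U2OS osteosarcoma cells stably expressing GPR55 and beta-arrestin-GFP; plate controls were DMSO negative control for no effect and LPI positive control for full effect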
Active calls of the source: *; . = not tested or not shown; [ ] = dose if it differs, or a comment. Rule as the data show it, unless noted: active = inhibition above about 50%; inactive = the rest. Not all compounds are listed; rates above refer to the full screens.

1. Brc1ccc(N=C(c2ccccc2)c2ccncc2)cc1
2. Cc1nc2nc(C)c(NS(=O)(=O)c3ccc(C4CCCCC4)cc3)c(=O)n2[nH]1
3. CN(Cc1nc(-c2cccc(Cl)c2)no1)C1CCOCC1
4. CCc1nn2cc(C(=O)c3ccccc3O)cnc2c1-c1ccc(F)cc1
5. CC1(C)C=C(c2ccc(C(=O)O)s2)CC(C)(C)N1
6. O=C(CSCc1c(Cl)cccc1Cl)NCc1ccccn1
compound no.	1	2	3	4	5	6
KOR beta-arrestin-1	-23%	-42%	-13%	-4%	-3%	-21%
Rac1 GTP hydrolysis	10%	5%	10%	5%	2%	-8%
GPR55 antagonists	2%	-6%	7%	20%	7%	3%
HIV fusion peptide	1.5%	7.9%	0.0%	5.4%	0.9%	0.5%
KOR beta-arrestin-2	-3.5%	1.8%	1.2%	-7.1%	7.2%	4.4%
NOD2 inhibition	-4%	-9%	-61%	2%	2%	-9%
SV40 large T antigen	3%	7%	14%	15%	10%	1%
NOD1 inhibition	-25%	8%	-69%	15%	15%	-58%
GPR55 activation	0.0%	1.0%	-0.2%	0.2%	-0.1%	-0.1%

7. S=C(Nc1ccccc1Cl)N1CCN(c2ccccn2)CC1
8. CC1=Nc2ccccc2NC(=O)C1Sc1nnc(C)s1 (stereo not drawn)
9. Clc1cccc(OCCCn2ccnc2)c1
10. O=C(NCC1CCCO1)c1cc([N+](=O)[O-])ccc1Cl (stereo not drawn)
11. O=C(NCCc1c[nH]c2ccccc12)C(=O)NCC1OCCCN1S(=O)(=O)c1cccs1 (stereo not drawn)
12. CCOc1cc(C(=O)Nc2ccccc2F)cc(Br)c1OCC
compound no.	7	8	9	10	11	12
KOR beta-arrestin-1	-31%[20 µM]	2%	-43%[20 µM]	-6%	-25%	22%
Rac1 GTP hydrolysis	7%	10%	15%	2%	3%	9%
GPR55 antagonists	5%	0%	-1%	9%	-9%	-3%
HIV fusion peptide	0.9%	1.6%	-0.5%	2.6%	-0.5%	-1.4%
KOR beta-arrestin-2	-3.2%	0.0%	-2.2%	-8.0%	-5.6%	7.4%
NOD2 inhibition	11%	15%	-6%	8%	18%	24%
SV40 large T antigen	11%	2%	9%	7%	-2%	16%
NOD1 inhibition	-25%	-14%	-13%	-7%	12%	1%
GPR55 activation	-0.4%	0.8%	0.2%	-0.3%	0.1%	-0.3%

13. CSc1nc2ccccc2n1CC(=O)Nc1cc(C(F)(F)F)ccc1N1CCOCC1
14. CC(C)(C)C1CCC(OC(=O)c2cncc(Br)c2)CC1 (stereo not drawn)
15. CC(=O)c1sc(NC(=O)c2ccc(C)cc2)nc1C
16. Cc1ccc(S(=O)(=O)N2CCN(C)CC2)c(C)c1N(C)S(=O)(=O)c1ccc(Cl)cc1
17. Cc1cccc(N(CC(=O)NC2CCCC2)C(=O)CCC(=O)Nc2cc(C)on2)c1
18. CCc1nc(SCC(=O)Nc2ccc([N+](=O)[O-])cc2)n[nH]1
compound no.	13	14	15	16	17	18
KOR beta-arrestin-1	.	12%	8%	-22%	-11%	-22%
Rac1 GTP hydrolysis	10%	4%	6%	-1%	6%	1%
GPR55 antagonists	4%	15%	12%	8%	7%	0%
HIV fusion peptide	-0.8%	-0.9%	3.7%	-3.4%	-0.7%	-1.6%
KOR beta-arrestin-2	.	-6.7%	-3.0%	-1.0%	-1.1%	1.3%
NOD2 inhibition	1%	33%	-92%	7%	6%	5%
SV40 large T antigen	-9%	10%	7%	-7%	7%	4%
NOD1 inhibition	14%	2%	23%	14%	-16%	-18%
GPR55 activation	-0.1%	-0.3%	0.0%	-0.2%	-0.3%	0.3%

19. COc1cc(CNCC(C)C)c(Br)cc1OCC(=O)NCc1ccccc1
20. O=C(Cn1c(-c2ccccc2)noc1=O)N1CCC(Cc2ccccc2)CC1
21. Cc1ccc(C2CC(c3ccc(Cl)cc3)n3nc(N)nc3N2)cc1 (stereo not drawn)
22. Cc1cccc(N=C2NC(=O)/C(=C3/C(=O)N(C)c4ccccc43)S2)c1C
23. CCN(CC)C(=O)C(C)N(C#N)c1nc(NC(C)C)nc(NC(C)C)n1 (stereo not drawn)
24. CSC[C@H](NC(=O)Cc1c(C)c2cc3c(C)c(C)oc3cc2oc1=O)C(=O)N[C@@H](Cc1ccccc1)C(=O)O
compound no.	19	20	21	22	23	24
KOR beta-arrestin-1	15%	-14%[20 µM]	46%	-5%	25%	20%[20 µM]
Rac1 GTP hydrolysis	11%	5%	3%	6%	10%	12%
GPR55 antagonists	4%	14%	15%	30%	10%	2%
HIV fusion peptide	-4.4%	-2.1%	96%	-2.0%	-2.0%	23%
KOR beta-arrestin-2	-0.5%	.	-5.9%	-9.5%	0.4%	-5.0%
NOD2 inhibition	15%	4%	11%	-1%	8%	9%
SV40 large T antigen	2%	4%	4%	.	4%	12%
NOD1 inhibition	-4%	9%	-8%	-4%	.	-36%
GPR55 activation	-0.1%	-0.1%	-0.1%	-0.2%	-0.2%	-0.1%

25. CC(C)C[C@@H](CSc1ccc(Br)cc1)N1CCN(CCc2ccccc2)CCC1=O
26. COc1ccccc1C(O)(C(=O)NN(C)c1ccccc1)c1ccccc1OC
27. COc1ccc2[nH]c(N=Nc3ccccc3C)c(O)c2c1
28. Cc1ccc(Cl)cc1N1CCN(C(=O)c2cccc3c(=O)c(C)c(-c4ccccc4)oc23)CC1
29. COc1ccc(C(=O)NNC(=O)c2snnc2C)cc1
30. Nc1ncnc(Nc2c(F)cccc2F)n1
compound no.	25	26	27	28	29	30
KOR beta-arrestin-1	7%	19%	-15%	-37%	.	0%
Rac1 GTP hydrolysis	2%	14%	4%	6%	3%	-3%
GPR55 antagonists	4%	0%	17%	35%	3%	-6%
HIV fusion peptide	1.5%	1.0%	1.9%	-3.8%	-1.2%	0.6%
KOR beta-arrestin-2	1.7%	-2.2%	8.8%	1.9%	6.4%	3.3%
NOD2 inhibition	-38%	0%	-26%	-36%	-4%	-5%
SV40 large T antigen	12%	10%	24%	29%	9%	2%
NOD1 inhibition	2%	-48%	-25%	40%	-4%	-3%
GPR55 activation	7.6µM*	-0.2%	-0.3%	0.3%	-0.2%	0.2%

31. OC1(c2ccc(Br)cc2)CN(c2ccccc2)C2=[N+]1CCS2 (stereo not drawn)
32. CCn1c(CC(=O)Nc2ccc(OC)cc2)nnc1SCC(=O)N1CCOCC1
33. COc1cc(CN2CCN(c3cccc(Cl)c3)CC2)cc(OC)c1OC
34. CCCC[N+](CC#Cc1ccccc1)(CCCC)CCCS(=O)(=O)[O-]
35. Cc1cc(NS(=O)(=O)c2ccc(NC(=O)COc3ccccc3Cl)cc2)no1
36. CC(C)(C)NC(=O)NC(=O)COC(=O)CNC(=O)c1cccc(F)c1
compound no.	31	32	33	34	35	36
KOR beta-arrestin-1	12%	-7%	15%	-6%	17%	-38%
Rac1 GTP hydrolysis	12%	4%	17%	-2%	2%	1%
GPR55 antagonists	13%	9%	-10%	2%	5%	-9%
HIV fusion peptide	2.4%	0.9%	-0.7%	-0.1%	3.5%	-0.9%
KOR beta-arrestin-2	-2.7%	0.2%	-0.4%	3.9%	-0.1%	2.8%
NOD2 inhibition	-25%	12%	8%	2%	8%	18%
SV40 large T antigen	5%	2%	15%	8%	7%	0%
NOD1 inhibition	-11%	-21%	0%	-22%	-9%	8%
GPR55 activation	0.8%	-0.1%	0.3%	-0.2%	-0.2%	0.0%

37. CNC(=O)COc1coc(CN2CCN(c3ccccc3)CC2)cc1=O
38. COc1ccc(NCC(=O)N/N=C/C=C\c2ccccc2)cc1
39. O=C(NCc1nc2ccccc2[nH]1)C1=C[C@H](c2ccc3c(c2)OCO3)C[C@H](OCCCCO)O1
40. C=CCCN(C(C(=O)OC)C(C)C)S(=O)(=O)c1ccccc1Br (stereo not drawn)
41. CCC(CC)C(=O)Nc1c2c(nn1-c1ccc(F)cc1)CS(=O)(=O)C2
42. C/C(=N\Nc1nc2ccccc2[nH]1)c1ccc2c(c1)OCCO2
compound no.	37	38	39	40	41	42
KOR beta-arrestin-1	10%	-36%	22%	27%	18%	-15%
Rac1 GTP hydrolysis	7%	3%	3%	1%	9%	15%
GPR55 antagonists	14%	-3%	10%	16%	-2%	-1%
HIV fusion peptide	1.6%	2.1%	-1.3%	0.4%	-0.4%	-5.3%
KOR beta-arrestin-2	1.1%	-2.9%	-0.1%	-4.5%	-5.6%	-1.5%
NOD2 inhibition	-2%	-33%	-3%	5%	-11%	-20%
SV40 large T antigen	5%	19%	13%	24%	5%	5%
NOD1 inhibition	-16%	-8%	-1%	0%	-4%	-34%
GPR55 activation	0.3%	-0.6%	-0.2%	0.0%	0.0%	1.0%

Arranged by count of non-hydrogen atoms (ascending): 3 of the compounds above.
40. C=CCCN(C(C(=O)OC)C(C)C)S(=O)(=O)c1ccccc1Br (stereo not drawn)
37. CNC(=O)COc1coc(CN2CCN(c3ccccc3)CC2)cc1=O
39. O=C(NCc1nc2ccccc2[nH]1)C1=C[C@H](c2ccc3c(c2)OCO3)C[C@H](OCCCCO)O1
compound no.	40	37	39
KOR beta-arrestin-1	27%	10%	22%
Rac1 GTP hydrolysis	1%	7%	3%
GPR55 antagonists	16%	14%	10%
HIV fusion peptide	0.4%	1.6%	-1.3%
KOR beta-arrestin-2	-4.5%	1.1%	-0.1%
NOD2 inhibition	5%	-2%	-3%
SV40 large T antigen	24%	5%	13%
NOD1 inhibition	0%	-16%	-1%
GPR55 activation	0.0%	0.3%	-0.2%

Next structures follow.
43. Cc1ccc(CNC(=O)CSc2n[nH]c(N)n2)cc1
44. Cc1nn(-c2ccc(F)cc2)c(C)c1/C=C/C(=O)N1CCNC(=O)C1
45. Cc1noc2ncnc(Oc3cc(Cl)ccc3Cl)c12
46. COC(=O)[C@@H]1C[C@@]2(O)[C@H](O)[C@H](O)[C@H](O)C[C@H]2N1Cc1ccc(C(C)(C)C)cc1
47. CC(NC(=O)/C=C/c1ccc(Br)cc1)c1ccccc1 (stereo not drawn)
48. O=C(N/N=C/c1ccc(Br)cc1)c1cc[n+](Cc2ccccc2)cc1
49. COc1cc([N+](=O)[O-])ccc1NC(=O)NCCCN1CCCC1=O
compound no.	43	44	45	46	47	48	49
KOR beta-arrestin-1	25%	-5%	-32%	14%	25%	12%	12%
Rac1 GTP hydrolysis	9%	-30%	-5%	11%	10%	4%	9%
GPR55 antagonists	-3%	0%	1%	5%	6%	-6%	-5%
HIV fusion peptide	1.2%	-0.9%	0.5%	-0.8%	3.7%	-1.0%	-3.0%
KOR beta-arrestin-2	-4.4%	-1.2%	3.8%	-2.6%	0.1%	-2.4%	8.8%
NOD2 inhibition	-1%	2%	20%	-25%	14%	10%	30%
SV40 large T antigen	5%	8%	1%	13%	6%	7%	2%
NOD1 inhibition	-6%	-32%	-27%	-1%	-8%	-2%	-6%
GPR55 activation	-0.2%	0.9%	0.3%	-0.1%	-0.5%	0.5%	0.2%
